Screens (PubChem)
Hck Nef HTS: human Hck-Nef kinase inhibition; AID 463187; P08631; Recombinant Hck-YEEI plus Nef, Z-Lyte FRET kinase assay; 220,000 tested, 0.68% active; inhibition, % at 20 µM;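 active = Hck-Nef kinase inhibition above about 50%, limit read from the data; inactive = inhibition below that limit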;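 note: 0% = DMSO with Hck plus Nef and 100% = Hck alone without Nef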
Runt-CBFb FRET: Runt domain-CBFb interaction inhibition; Q01196+Q13951; Cerulean-Runt/Venus-CBFb FRET ratio 530/480, 1 h; inhibition, % at 20 µM; 220,000 tested, 0.46% active; AID 1496;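 active = inhibition over about 50% at 20 µM in the single-dose screen, limit read from the data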;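 note: 0% = DMSO wells and 100% = excess unlabeled CBFb competitor control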
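test system = Cerulean-tagged RUNX1 Runt domain (FRET donor) fusion protein | reagent = Venus-CBFb binding partner, 100 nM | incubation = protein complex preformed 1 h, compound exposure 1 h, room temperature, dark | detection = FRET fluorescence | read-out basis = loss of energy transfer signal | controls = 5 µM unlabeled CBFb as full-inhibition high control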
NPY-Y1 antag: blocks the human neuropeptide Y Y1 receptor. inhibition, % at 3.6 µM. HEK293-CNG Y1 cells, membrane potential fluorescence; NPY at EC95, then isoproterenol. 200,000 tested, 1% active. AID 1040;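 active = inhibition above the campaign mean inhibition of all tested compounds plus 3 SD, cut at about 20% in these data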;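 note: 0% = DMSO wells given NPY plus isoproterenol and 100% = isoproterenol alone without NPY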
Target sequence (P25929 whole entry, looked up): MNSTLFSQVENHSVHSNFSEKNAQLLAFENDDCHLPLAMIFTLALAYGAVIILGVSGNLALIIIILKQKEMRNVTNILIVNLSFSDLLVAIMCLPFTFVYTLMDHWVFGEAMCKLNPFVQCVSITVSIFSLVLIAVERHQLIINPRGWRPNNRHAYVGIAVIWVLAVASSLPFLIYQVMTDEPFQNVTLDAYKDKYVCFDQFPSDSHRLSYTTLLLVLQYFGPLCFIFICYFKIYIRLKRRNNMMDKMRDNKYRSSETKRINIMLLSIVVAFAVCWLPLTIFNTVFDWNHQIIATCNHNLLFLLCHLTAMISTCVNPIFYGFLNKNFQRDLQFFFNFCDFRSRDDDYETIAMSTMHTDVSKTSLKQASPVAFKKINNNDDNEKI
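Material: HEK293 Y1/CNG channel cell line; also added: NPY (25 nM), isoproterenol (1 µM), Ro 20-1724 (25 µM); doses: one concentration, 3.6 µM, in 0.4% DMSO; schedule: compound incubation 1 h at room temperature, readout 45 min post-stimulation; technique: membrane potential fluorescence; measure: fluorescence ratio normalized to % inhibition between controls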
NPY1 pot ag: human NPY-Y1 potentiation or agonism, primary screen; P25929; NPY-Y1 expressing cells, potentiator/agonist activation; activation, % at 3.6 µM; 220,000 tested, 0.37% active; AID 1304; in the data active = activation above about 33%, passing the limit was not always enough;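 note: cells stimulated with NPY at EC10 then isoproterenol at EC100; 0% = low agonist plus stimulus and 100% = saturating agonist plus stimulus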
p97 ATPase inh: blocks human p97 ATPase activity. P55072. recombinant p97 ATPase, Kinase-Glo ATP luminescence, 3 h. inhibition, % at 8 µM. 220,000 tested, 0.42% active. AID 1481; in the data active = inhibition above about 15%;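 note: 0% = DMSO vehicle and 100% = wells lacking enzyme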
Runt-SMMHC FRET: blocks binding of human RUNX1 Runt domain to CBFb-SMMHC; inhibition, % at 20 µM; 220,000 tested, 0.74% active; Cerulean-Runt/Venus-CBFb-SMMHC FRET ratio 530/480, 1 h; AID 1434; Q01196+Q13951;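 active = mean inhibition across duplicate retests at 20 µM reaching about 50%, limit read from the data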;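 note: 0% = DMSO wells and 100% = wells with excess untagged CBFb-SMMHC; inhibitors lower the FRET ratio by blocking Runt binding to CBFb-SMMHC; some results filed as inactive read as strong as hits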
Mdm2 ligase inh: inhibitors of human Mdm2 E3 ubiquitin ligase | Q00987 | cell-based MDM2 ubiquitination luciferase reporter, 2 h; 0 = plate control, 100 = twice control, blank-subtracted | signal enhancement, % at 5 µM | 210,000 tested, 0.11% active;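 active = signal enhancement of 30% or more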;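 note: luminescence tracks abundance of the self-degrading MDM2-luciferase fusion protein; higher signal means inhibition of MDM2 E3 ligase activity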
Target sequence (Q00987 whole entry, looked up, the tested form may be a part): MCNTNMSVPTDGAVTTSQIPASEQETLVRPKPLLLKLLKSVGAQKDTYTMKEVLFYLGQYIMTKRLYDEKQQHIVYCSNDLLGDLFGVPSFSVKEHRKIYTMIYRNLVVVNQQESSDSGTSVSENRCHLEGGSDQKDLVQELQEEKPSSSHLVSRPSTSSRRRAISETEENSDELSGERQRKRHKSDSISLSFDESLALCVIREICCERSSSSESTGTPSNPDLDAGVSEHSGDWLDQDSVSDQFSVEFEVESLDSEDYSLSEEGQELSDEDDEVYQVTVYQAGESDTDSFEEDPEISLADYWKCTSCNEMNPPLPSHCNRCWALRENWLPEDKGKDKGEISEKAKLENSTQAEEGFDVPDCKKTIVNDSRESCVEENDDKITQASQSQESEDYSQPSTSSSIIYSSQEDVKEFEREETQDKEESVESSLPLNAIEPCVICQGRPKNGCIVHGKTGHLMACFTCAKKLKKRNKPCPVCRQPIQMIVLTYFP
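Assay system: stable mammalian line carrying autodegrading MDM2–luciferase fusion reporter; amount: 2000 cells seeded into each well; buffer or medium: DMEM; benchmarks: plate control and blank wells; signal: luciferase luminescence; timing: 2 h compound exposure at 37 °C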
RBBP9 inhibitor: blocks human serine hydrolase RBBP9; O75884; recombinant RBBP9, FP-Rh probe fluorescence polarization; inhibition, % at 7.94 µM; 220,000 tested, 0.2% active; AID 1515;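 active = inhibition above the campaign mean of all tested compounds plus 3 SD, cut at about 14% in these data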;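 note: plate controls were DMSO wells with RBBP9 for no effect and wells lacking RBBP9 protein for full effect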
Target sequence (O75884 whole entry, looked up): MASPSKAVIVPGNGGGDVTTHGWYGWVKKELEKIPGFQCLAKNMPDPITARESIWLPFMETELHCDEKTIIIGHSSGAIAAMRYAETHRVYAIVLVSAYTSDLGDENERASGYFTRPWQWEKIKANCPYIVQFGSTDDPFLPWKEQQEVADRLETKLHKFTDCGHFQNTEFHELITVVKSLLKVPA
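System: RBBP9 protein | Quantity: 2.5 µM RBBP9 dispensing solution, before mixing | Reagent: FP-Rh probe, 375 nM dispensing solution | Timing: Enzyme-compound preincubation 30 min, then probe labeling 45 min, 25 °C | Measured by: Fluorescence polarization | Read-out: % inhibition | Replication: One well per compound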
NPY2 pot ag: potentiates or activates human NPY-Y2 receptor; cells expressing NPY-Y2, potentiator/agonist read-out; activation, % at 3.6 µM; 220,000 tested, 0.45% active; in the data active = activation above about 27%;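 note: cells stimulated with NPY near EC25 plus isoproterenol at EC100; 0% = vehicle plus submaximal agonist and 100% = vehicle plus saturating agonist; some results beyond the cut were filed as inactive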
* hit, by the source's call; nt = no result given.

The line under a structure holds: Hck Nef HTS	Runt-CBFb FRET	NPY-Y1 antag	NPY1 pot ag	p97 ATPase inh	Runt-SMMHC FRET	Mdm2 ligase inh	RBBP9 inhibitor	NPY2 pot ag
(1) COc1ccc(CCC(C)Nc2cccc(C)c2)cc1 (configuration not stated)
    0.6	-1.2	13.7	-8.3	-9.0	1.1	-15.8	-3.0	-10.0
(2) CCn1c(=NC(=O)c2ccc(S(=O)(=O)N(C)C)cc2)sc2cccc(OC)c21
    20.0	-0.3	-2.1	-5.5	3.1	0.5	6.1	0.2	-1.9
(3) N=C(N)CCCOc1ccccc1-c1ccccc1
    0.8	-0.2	8.5	-12.6	-0.2	5.9	-16.7	-4.3	-7.3
(4) O=[N+]([O-])c1ccc(Sc2n[nH]c(-c3ccc(Cl)cc3Cl)n2)nc1
    1.5	2.0	3.8	-6.8	-3.8	2.0	-10.2	-4.1	-16.9
(5) Cc1ccc(NC(=O)c2ccc(N/N=C/c3cccc(O)c3)c([N+](=O)[O-])c2)cc1
    2.2	-7.8	-7.8	-6.6	2.8	-14.3	-11.6	0.0	1.9
(6) O=C1C[C@H]2[C@H](CO)[C@@H](OC(=O)c3ccc(-c4ccccc4)cc3)C[C@H]2O1
    -8.5	0.4	nt	-4.5	-7.4	0.5	-13.1	-12.9	-9.1
(7) CC1CC(C)CN(C(=O)Cn2c(SCC(=O)N3CCc4ccccc4C3)nc3ccccc32)C1 (configuration not stated)
    13.0	-4.4	-0.3	-30.0	2.9	-2.4	nt	-5.0	-8.4
(8) FC(F)(F)c1ccccc1C1C2=C(Nc3ncnn31)c1ccccc1CCC2 (configuration not stated)
    2.9	1.5	0.8	-1.9	-1.6	1.4	1.8	-1.3	-3.5
(9) O=Cc1ccc(-n2cncn2)cc1
    19.0	-1.0	-5.0	10.3	4.9	-2.1	-10.1	4.9	7.7
(10) COc1cc(CC2COC(=O)C2(O)Cc2ccc(O)c(OC)c2)ccc1O (configuration not stated)
    14.7	1.5	nt	nt	nt	-2.0	-34.1	nt	nt

Quoted from the listing.
#5 – p97 ATPase inh: 2.8
#10 – Runt-SMMHC FRET: -2.0

Two compounds drawn at random from the list so far:
The line under a structure holds: Hck Nef HTS	Runt-CBFb FRET	NPY-Y1 antag	NPY1 pot ag	p97 ATPase inh	Runt-SMMHC FRET	Mdm2 ligase inh	RBBP9 inhibitor	NPY2 pot ag
(8) FC(F)(F)c1ccccc1C1C2=C(Nc3ncnn31)c1ccccc1CCC2 (configuration not stated)
    2.9	1.5	0.8	-1.9	-1.6	1.4	1.8	-1.3	-3.5
(2) CCn1c(=NC(=O)c2ccc(S(=O)(=O)N(C)C)cc2)sc2cccc(OC)c21
    20.0	-0.3	-2.1	-5.5	3.1	0.5	6.1	0.2	-1.9

Further results
The line under a structure holds: Hck Nef HTS	Runt-CBFb FRET	NPY-Y1 antag	NPY1 pot ag	p97 ATPase inh	Runt-SMMHC FRET	Mdm2 ligase inh	RBBP9 inhibitor	NPY2 pot ag
(11) COc1ccc(C)cc1NS(=O)(=O)c1ccc2c(c1)n(C)c(=O)n2C
    4.4	-0.2	0.8	-24.6	-2.0	2.3	-0.4	-7.6	0.1
(12) OC(COc1cccc2ccccc12)CN1CCN(c2cccc(Cl)c2)CC1 (configuration not stated)
    11.9	-1.7	nt	8.7	-2.1	-1.1	nt	-0.3	-51.6
(13) O=C(Nc1ccccc1)/C(=C/c1cccnc1)NC(=O)c1ccco1
    -0.1	-0.3	-8.0	-0.2	0.3	0.3	-12.7	-7.5	5.2
(14) O=C(CC1C(=O)NCCN1Cc1ccccc1C(F)(F)F)NCCc1ccccn1 (configuration not stated)
    14.6	-5.8	9.0	-3.9	3.0	-9.9	4.3	-1.0	-8.0
(15) Cc1ccnn1CCC(=O)N1CCCC(CCC(=O)NCc2ccccc2F)C1 (configuration not stated)
    14.3	0.4	0.1	4.0	-5.5	-1.0	-8.0	-4.4	-21.8
(16) COCCn1c(SCC(=O)NNC(=O)Cc2ccccc2)nc2ccccc2c1=O
    5.0	0.1	3.9	-1.6	3.1	1.4	-6.5	0.1	13.9
(17) O=C(Cc1ccccc1[N+](=O)[O-])N1CCN(c2ccccc2F)CC1
    1.9	2.6	9.3	4.8	3.3	-1.9	-23.3	1.4	-1.1
(18) N#C/C(=C\c1ccco1)C(=O)NCC1CCCO1 (configuration not stated)
    3.9	3.7	-3.7	-18.4	3.6	0.1	-1.1	-3.0	7.0
(19) CC1=C(C(=O)Nc2cccnc2)C(c2ccc3c(c2)OCO3)C2=C(CCCC2=O)N1 (configuration not stated)
    -0.7	2.3	2.0	-6.3	-2.9	5.0	-10.0	-3.4	-11.9
(20) COCCn1nnnc1C(C(C)C)N1CCCC(C)C1 (configuration not stated)
    17.5	1.1	2.4	18.5	2.8	2.6	-6.0	-3.8	-2.1

Single records, from the list above. Values in the order: Hck Nef HTS	Runt-CBFb FRET	NPY-Y1 antag	NPY1 pot ag	p97 ATPase inh	Runt-SMMHC FRET	Mdm2 ligase inh	RBBP9 inhibitor	NPY2 pot ag
O=C(CC1C(=O)NCCN1Cc1ccccc1C(F)(F)F)NCCc1ccccn1 (configuration not stated) as listed: 14.6	-5.8	9.0	-3.9	3.0	-9.9	4.3	-1.0	-8.0
CC1=C(C(=O)Nc2cccnc2)C(c2ccc3c(c2)OCO3)C2=C(CCCC2=O)N1 (configuration not stated) as listed: -0.7	2.3	2.0	-6.3	-2.9	5.0	-10.0	-3.4	-11.9

Other entries:
The line under a structure holds: Hck Nef HTS	Runt-CBFb FRET	NPY-Y1 antag	NPY1 pot ag	p97 ATPase inh	Runt-SMMHC FRET	Mdm2 ligase inh	RBBP9 inhibitor	NPY2 pot ag
(21) Cc1cc(C)nc(SCC(=O)N/N=C/C=C/c2ccccc2)n1
    4.4	-0.8	0.0	-30.1	0.5	3.5	-10.7	-1.8	3.5
(22) Cc1ccc(NC(=S)N(CCCN(C)C)Cc2cc3cc4c(cc3[nH]c2=O)OCO4)cc1
    15.2	-8.6	3.1	4.3	9.3	-15.1	11.5	-4.7	11.3
(23) Cc1ccccc1NS(=O)(=O)c1ccc(F)cc1
    6.0	0.0	3.5	4.4	-0.2	0.7	-7.6	-4.0	3.9
(24) Cc1cc(C)cc(Nc2nc(-c3ccc(S(=O)(=O)N4CCCC4)cc3)cs2)c1
    4.7	22.9	-0.9	2.1	4.5	8.8	-9.3	-2.1	-3.8
(25) O=C(Nc1cccnc1)c1cccnc1
    -3.9	2.4	-1.9	0.3	7.0	0.0	-5.9	2.4	12.6
(26) CCCCCNCc1ccc(Cl)cc1
    23.7	0.1	-1.6	-3.2	-0.6	0.8	-13.8	-4.6	3.1
(27) COc1ccccc1Oc1nnnn1-c1ccc(C(N)=O)cc1
    0.4	0.3	-9.4	17.1	-1.3	0.9	-7.0	7.9	4.8
(28) Cn1ccnc1C1CCCCN1Cc1nc(Cc2ccccc2F)no1 (configuration not stated)
    8.0	-1.2	7.7	7.8	2.1	-0.5	-8.8	-7.3	-2.6
(29) CC(C)C1=NN2C(=N)CC(=O)N=C2S1
    -1.0	2.4	-5.0	-17.1	1.2	-7.7	-23.3	4.5	-14.4
(30) CC(C)(C)C(=O)N1CCn2c1nc1ccccc12
    8.1	1.1	4.7	-5.5	11.3	-1.5	-17.4	-9.2	-5.6
(31) CC(NC(=O)CCc1nnc(C2(c3ccc(Cl)cc3)CCC2)o1)C1CC1 (configuration not stated)
    28.0	-2.3	9.1	-2.5	1.2	0.8	-7.3	-1.3	-3.6
(32) COc1ccc(-c2nc(CS(=O)CC(=O)NCc3cccnc3)c(C)o2)cc1 (configuration not stated)
    0.7	3.6	4.0	4.5	2.2	-3.5	-18.1	-5.6	6.9
(33) O=C(NCC1(N2CCCCC2)CCCCC1)C1CC(=O)N(c2ccc3c(c2)OCCO3)C1 (configuration not stated)
    7.3	-1.0	-2.2	1.1	4.5	0.1	-14.7	-8.9	3.9
(34) COC(=O)c1cc(C(=O)OC)cc(N2C(=O)CC(NNC(=O)c3ccc(C)cc3)C2=O)c1 (configuration not stated)
    3.1	-1.1	0.0	-8.3	8.6	-4.3	-3.1	-5.8	9.3
(35) COc1ccc(NC(=O)CN2C(=O)C(c3ccccc3)=NC23CCCCCC3)cc1
    1.4	-0.6	14.4	1.9	-3.8	-1.1	-16.2	1.5	-7.5
(36) O=C1CSC(c2cccnc2)N1CCc1ccccn1 (configuration not stated)
    11.2	6.9	nt	-0.3	6.5	-5.6	-11.1	-8.8	-24.2
(37) CCN(CC)CC(=O)NCc1cc(-c2ccc(OC)cc2)no1
    -0.9	0.1	3.7	-2.0	-8.5	-2.3	-17.8	-4.5	-10.6
(38) Clc1cccc(OCCN2CCOCC2)c1
    -1.3	-2.2	-3.5	1.2	2.0	5.1	-24.4	-11.1	2.5
(39) CCOC(=O)N1CCN(C(=O)CCCn2c(=S)[nH]c3ccsc3c2=O)CC1
    24.8	0.3	5.6	6.7	5.7	5.8	-11.9	-7.0	3.0
(40) COc1ccc(NC(=S)Nc2cccc(C(C)=O)c2)cc1OC
    -13.1	11.0	-3.1	-13.5	-0.5	-2.5	-95.3	6.5	-11.3
(41) Cc1nc(Cc2nnc(SCc3nc(N)nc(Nc4ccccc4C)n3)o2)cs1
    -1.0	-1.8	-3.4	10.2	-1.6	2.9	-15.2	-3.4	-8.2
(42) O=C(Nc1ccc(F)cc1)C(=O)C1C(=O)Nc2ccccc21 (configuration not stated)
    -17.0	-0.1	nt	16.1	7.6	-1.2	-7.7	0.1	-14.7
(43) CCc1ccccc1NS(=O)(=O)c1ccc2[nH]cc(C(=O)NCc3ccco3)c(=O)c2c1
    -1.7	nt	-2.6	8.7	5.1	nt	-13.4	-15.7	29.5
(44) Oc1ccc(N2CCN(c3nnnn3-c3ccccc3)CC2)cc1
    -3.5	16.1	-1.5	-7.8	4.6	8.7	2.5	3.8	-12.7
(45) O=C(CSc1nnc(-c2ccncc2)o1)N1CCc2ccccc2C1
    24.6	1.0	3.5	-2.8	0.6	1.7	-8.2	-8.3	0.0
(46) N=C1C2=C3Sc4ccccc4N3CCCC2=NN1c1cccc(S(=O)(=O)O)c1
    -4.0	-1.3	nt	16.6	7.4	-3.0	-11.5	-2.8	19.5
